High-throughput results deposited in PubChem BioAssay by several laboratories.
dFosB activator: mouse delta FosB homodimer activation; P13346; purified delta FosB, TAMRA-CDK5 oligo fluorescence polarization; percent of positive-control signal above neutral wells; activation, % at 25 µM; actives 0.99% (n = 340,000); AID 493131;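 active = mean activation above about 17%, with every replicate also reaching it, limit read from the data, passing the limit was not always enough; inconclusive = only one of the two conditions met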;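 also: fluorescence polarization rise as delta FosB binds a TAMRA Cdk5 AP-1 oligo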
NSD2 HMT inh: inhibitors of human histone methyltransferase NSD2. O96028. NSD2 peptide methylation, AlphaScreen, 120 min. inhibition, % at 12.5 µM. actives 0.54% (n = 310,000); in the data active = inhibition above about 50%
Target sequence (O96028 whole entry, looked up): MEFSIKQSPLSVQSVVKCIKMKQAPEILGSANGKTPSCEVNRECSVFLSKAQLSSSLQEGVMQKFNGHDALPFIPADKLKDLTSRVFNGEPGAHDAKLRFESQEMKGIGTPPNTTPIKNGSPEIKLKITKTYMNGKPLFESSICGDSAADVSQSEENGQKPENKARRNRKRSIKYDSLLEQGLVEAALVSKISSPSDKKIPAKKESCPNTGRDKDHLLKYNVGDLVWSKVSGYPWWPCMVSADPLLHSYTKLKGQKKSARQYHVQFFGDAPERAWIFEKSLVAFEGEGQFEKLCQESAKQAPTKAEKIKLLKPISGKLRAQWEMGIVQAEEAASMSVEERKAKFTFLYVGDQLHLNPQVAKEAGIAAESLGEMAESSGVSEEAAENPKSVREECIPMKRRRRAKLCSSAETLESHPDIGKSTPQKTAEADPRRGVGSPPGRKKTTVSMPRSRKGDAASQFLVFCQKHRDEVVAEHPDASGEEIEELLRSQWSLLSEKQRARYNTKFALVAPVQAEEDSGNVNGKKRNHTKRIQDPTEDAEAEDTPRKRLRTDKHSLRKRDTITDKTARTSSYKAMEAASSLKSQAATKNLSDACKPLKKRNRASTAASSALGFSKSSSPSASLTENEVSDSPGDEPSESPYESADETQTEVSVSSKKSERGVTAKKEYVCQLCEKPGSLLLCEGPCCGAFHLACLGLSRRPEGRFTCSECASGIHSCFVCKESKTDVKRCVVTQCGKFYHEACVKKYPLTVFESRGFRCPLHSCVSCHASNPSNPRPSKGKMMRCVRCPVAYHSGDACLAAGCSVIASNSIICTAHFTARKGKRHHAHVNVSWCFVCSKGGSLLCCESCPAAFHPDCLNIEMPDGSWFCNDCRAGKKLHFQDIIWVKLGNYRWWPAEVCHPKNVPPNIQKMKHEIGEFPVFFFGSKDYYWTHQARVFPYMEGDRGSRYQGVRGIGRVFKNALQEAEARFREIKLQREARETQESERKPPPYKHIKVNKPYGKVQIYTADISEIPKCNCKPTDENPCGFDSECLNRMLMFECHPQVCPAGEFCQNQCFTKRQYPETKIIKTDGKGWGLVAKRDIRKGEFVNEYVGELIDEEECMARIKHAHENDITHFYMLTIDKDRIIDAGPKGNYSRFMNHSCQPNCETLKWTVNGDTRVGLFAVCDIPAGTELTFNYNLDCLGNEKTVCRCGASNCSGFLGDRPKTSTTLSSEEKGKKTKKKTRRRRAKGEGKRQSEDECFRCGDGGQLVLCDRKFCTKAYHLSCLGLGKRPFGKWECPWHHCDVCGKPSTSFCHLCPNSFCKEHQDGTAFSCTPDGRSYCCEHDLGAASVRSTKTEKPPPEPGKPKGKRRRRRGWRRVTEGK
HTR5A inv ctr: inverse agonist of human HTR5A in OPRM1-OPRD1 counter-screen; P47898; HTR5A cell line, luminescence, inverse agonism; inhibition, % at 9.3 µM; actives 0.083% (n = 340,000); in the data active = inhibition mostly above about 23%, no sharp cut-off; inactive = mostly below about 18%;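 also: 0% = cells with DMSO and 100% = no-cell wells with DMSO; some compounds called inactive have numbers as strong as hits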
V-ATPase pH: alters yeast V-ATPase proton transport; S. cerevisiae, pHLuorin cytosolic pH fluorescence; response, % at 10 µM; AID 504577; actives 0.37% (n = 350,000); in the data active = response mostly above about 7.3%, no sharp cut-off; inactive = mostly below about 5.4%; also: actives read high; inactives centre near 0; some compounds called inactive have numbers as strong as hits; reference of the scale not given here
HTR5A ag: counter-screen for OPRM1-OPRD1 agonists: human HTR5A agonism; P47898; actives 0.61% (n = 340,000); AID 504692; HTR5A agonist assay, luminescence, cell-based; activation, % at 9.3 µM; in the data active = activation mostly above about 9.5%, no sharp cut-off; inactive = mostly below about 7.6%;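 also: 0% = cells with vehicle only and 100% = reference agonist; strong numbers were not always called active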
MITF TRPM1 HTS: activators of MITF-driven TRPM1 promoter activity in SK-MEL-5 cells; SK-MEL-5 TRPM1-promoter luciferase, 24 h; % of positive control, neutral wells = 0; activation, % at 12.5 µM; actives 0.75% (n = 300,000); AID 588334;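 active = mean activation of at least 80% with every replicate also reaching 80%; inconclusive = mean reaches 80% but some replicate falls short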;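 also: 0% = neutral control wells and 100% = parthenolide positive control wells; values of inactives mirror those of a sister screen read the other way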
PvdQ inh: blocks Pseudomonas aeruginosa PvdQ acylase activity. purified PvdQ acylase, fluorescence plate reader. inhibition, % at 10 µM. actives 0.063% (n = 340,000). AID 488965; in the data active = inhibition above about 30%, passing the limit was not always enough; inconclusive = no clear call, values can overlap the other calls;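 also: 0% = vehicle neutral wells and 100% = reference inhibitor wells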
SR-BI DiI inh: inhibitors of mouse SR-BI mediated HDL lipid uptake; Q61009; inhibition, % at 12.5 µM; actives 0.96% (n = 320,000); ldlA[mSR-BI] CHO cells, DiI-HDL uptake fluorescence, 3 h; AID 488896;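 active = mean replicate inhibition of at least 70% and a set share of replicates each scoring 70 or more; inconclusive = meets just one of the two criteria; inactive = fails both criteria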;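 also: 0% = median of neutral control wells and 100% = median of positive control wells; values of inactives mirror those of a sister screen read the other way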
CDK5 p35 inh: inhibitors of human CDK5/p35 kinase. Q00535+Q15078. Recombinant CDK5/p35, ADP-Glo luminescence, 60 min. inhibition, % at 10 µM. actives 0.01% (n = 330,000). AID 488839;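 active = highest replicate inhibition of at least 50% and at least 75% of replicates reaching 50%; inconclusive = only one of the two criteria met; inactive = both criteria failed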;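 also: plate controls were DMSO neutral control for no effect and GW8510 at 10 µM for full effect; many of its hits are not listed in these tables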
Wnt act: Wnt/beta-catenin pathway activation | AID 743398 | Wnt/beta-catenin reporter cell assay, activator, plate reader | activation, % at 9.35 µM | actives 1.2% (n = 300,000); in the data active = activation above about 30%, passing the limit was not always enough; inconclusive = no clear call, values can overlap the other calls;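 also: 0% = neutral control wells and 100% = positive control wells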
Numbers without * were called inactive; ? = inconclusive; nt = no result given.

compound	dFosB activator	NSD2 HMT inh	HTR5A inv ctr	V-ATPase pH	HTR5A ag	MITF TRPM1 HTS	PvdQ inh	SR-BI DiI inh	CDK5 p35 inh	Wnt act
CCOC(=O)c1oc2cc(O)cc(C)c2c(=O)c1-c1cscn1	4.3	0.3	-19.4	-1.4	-1.2	-2.1	-0.7	-9.6	0.5	-1.4
CCOC(=O)C1(CC2CCCCO2)CCN(C(=O)Nc2ccc3c(c2)OCO3)CC1 (centres undefined)	-14.8	-0.9	4.3	-0.6	-1.7	7.3	-4.9	21.2	-1.6	2.7
CCCCOc1ccc(-c2nnn(CC(=O)Nc3ncc(CC(=O)OCC)s3)n2)cc1	-5.2	-0.4	-9.7	-4.6	3.3	13.5	5.5	-8.1	-0.7	nt
CC(C)Cc1nnc(NC(=O)c2ccc(N3CCCC3=O)cc2)s1	-4.8	1.1	0.9	6.5	-0.4	13.8	-10.6	0.8	0.1	0.3
COc1ccc(CNC(=O)CN2CCN(C(c3ccccc3)c3ccccc3)CC2)cc1	-9.5	0.7	-2.6	-1.7	3.6	-1.9	6.6	-19.6	-0.3	-0.8
Cc1ccc2oc(-c3cccc(NC(=O)c4ccc(Br)o4)c3C)nc2c1	-0.4	-1.3	18.4	-1.9	-3.5	16.0	-10.4	17.0	0.4	nt
CCCCOc1cccc(/C=N/NC(=O)c2csc(C)c2C)c1	-1.3	-4.2	-7.5	3.3	-1.9	23.6	0.3	12.4	-1.1	nt
COc1ccccc1Oc1ccc(S(=O)(=O)NCc2ccccn2)cc1	2.2	0.1	-2.8	0.5	7.0	-8.2	-2.6	-2.9	0.9	nt
COCC(=O)N(CCc1ccc(OC)c(OC)c1)Cc1nc2ccccc2c(=O)[nH]1	-7.3	5.2	-20.7	-1.2	-0.1	-9.0	4.2	-11.4	0.3	0.0
C=CCn1c(C(CC(C)C)CC(C)O)n[nH]c1=S (centres undefined)	1.6	-1.8	10.4	-1.8	1.5	9.2	-5.8	-14.8	1.7	-2.1
COc1ccc(NC(=O)CN(C)C(=O)c2ccc(NC3CC3)c([N+](=O)[O-])c2)cc1	4.1	7.5	10.8	-1.0	-4.1	4.0	5.4	-13.6	0.5	-0.2
COc1ccccc1CNC(=O)CCCOc1cc(=O)n(C)c2ccccc12	-8.3	-2.4	-6.6	-0.7	2.5	1.1	-6.8	29.5	0.4	nt
CC(C)(C)c1ccc(S(=O)(=O)N2CC(=O)Nc3ccccc32)cc1	-6.7	-1.7	-7.1	0.0	-1.4	13.6	-5.4	-12.1	-1.4	nt
COCCNC(=O)CSc1nnc2c(Cl)cc(Cl)cn12	0.3	1.7	-18.9	-1.8	7.3	7.1	-25.7	-13.1	-2.5	nt
CC(NS(=O)(=O)c1cccc(C(=O)O)c1)C12CC3CC(CC(C3)C1)C2 (centres undefined)	-3.4	2.5	5.0	-5.6	-1.8	1.3	-8.8	-5.2	-2.1	-2.2
COC(=O)c1cc(Cl)c(NS(=O)(=O)c2ccccc2)cc1OC	-0.4	0.7	-12.5	-0.5	0.8	-10.3	-20.1	28.6	2.9	-3.5
CCOC(=O)c1[nH]c2ccc(OC)cc2c1NC(=O)N1CCOCC1	2.2	1.4	14.7	2.5	1.1	-7.9	3.2	3.4	1.0	0.3
CN(C)C(=O)CN1CCN(C(=O)CCl)CC1	7.3	-0.6	-9.8	-4.0	4.5	-4.7	1.8	-5.7	-4.0	1.0
O=C(CCN1C(=O)/C(=C/C=C/c2ccccc2)SC1=S)Nc1nc2ccccc2s1	4.2	1.0	-6.4	0.6	2.6	6.3	-14.9	62.1	-0.4	7.6
O=C(c1ccc(CS(=O)c2ccccc2Cl)o1)N1CCN(c2ccccn2)CC1 (centres undefined)	-8.4	nt	14.9	3.0	1.9	-22.1	-12.2	31.6	-2.0	-5.0
O=[N+]([O-])c1cc(C(F)(F)F)ccc1Cl	3.4	nt	-2.5	-3.0	0.6	-3.0	-18.8	-2.0	-1.8	5.3
Cc1ccc(NC(=O)COC(=O)c2c(-c3ccccc3)noc2C)cc1	-12.7	7.2	-12.8	7.1	4.6	-0.6	-7.0	9.5	0.0	-0.3
CC(C)(C)C(=O)Nc1ccc(-c2cn3cccnc3n2)cc1	-11.2	0.5	-23.7	3.2	6.7	65.8	-38.7	2.3	0.6	?
Cc1ccc(CNc2ccc3c(c2)nc(C)n3C)cc1	-4.6	4.1	-1.4	-1.5	4.3	21.1	-5.2	-4.5	-0.5	12.9
Cn1ccc2cc(-c3ccc4ncnc(NCc5cccs5)c4c3)ccc21	-0.6	nt	-1.1	7.9	0.3	-38.4	-9.9	38.0	1.7	-6.9
CCN(CC(=O)Nc1c(F)cccc1F)C(=O)c1cc(C)nc2ccccc12	-13.8	-13.0	-23.0	2.5	8.8	-13.8	-8.8	-11.3	0.2	-1.8
COc1ccccc1/C=N/NC(=O)c1ccc(Br)cc1	-13.0	0.9	0.8	1.2	-0.3	-0.1	-8.5	44.5	0.4	-1.6
COc1cccc(-c2ccc(NC(=O)C3CCCN(Cc4nccn4C)C3)cc2)c1 (centres undefined)	-7.3	5.1	2.2	-5.5	-0.8	26.5	-5.8	50.5	-3.8	5.0
CCN(CC)CCn1nc(C)nc1-c1ccccc1O	-7.3	11.9	-37.3	3.9	14.2	4.6	-1.8	-18.1	0.3	nt
Cc1ccc(S(=O)(=O)N2CCN(C(=O)c3ccco3)CC2)cc1C	-2.4	2.0	2.7	1.5	-0.8	2.6	-15.2	4.6	0.2	-0.3
CCN(CC)C(=O)CSc1nc2cc3c(cc2c(=O)n1Cc1ccc2c(c1)OCO2)OCO3	-6.7	-0.9	1.3	1.5	-0.4	nt	-7.5	11.7	-0.9	-1.6
O=C(N/N=C/c1cc2c(cc1Br)OCO2)c1cccnc1	6.7	-1.4	8.6	-4.3	1.0	-0.2	0.5	30.1	0.5	3.8
COc1ccccc1-n1cnnc1SCC(=O)Nc1ccccc1	-1.4	2.7	-5.5	-1.8	2.3	12.1	6.6	-8.9	-2.4	-0.1
CC(C)c1ccc(NC(=O)COC(=O)c2ccc(CN3CCCC3=O)cc2)cc1	1.8	-2.3	19.1	0.6	-7.8	7.0	-11.3	-13.8	-3.4	4.1
O=C1C=C(c2cccc(O)c2)C[C@@H](c2ccc(F)cc2)C1	-6.5	nt	-23.0	0.2	-2.5	7.1	-5.8	12.8	0.1	2.0
COc1ccc(CN2[C@@H](CC(=O)O)c3cc(F)ccc3S2(=O)=O)cc1	0.1	nt	23.2	0.9	-3.5	8.4	1.9	-3.7	1.1	-0.9
Clc1ccc(OCc2cn3ccccc3n2)c2ncccc12	-18.0	22.0	-10.8	-1.5	4.1	60.0	-16.0	1.1	-5.5	14.0
CC(C)Cc1nc(SCC(=O)NCc2ccccc2)n[nH]1	3.8	1.6	19.0	0.2	-2.8	17.8	-12.3	-59.2	-0.4	nt
CCOC(=O)c1ccc(CNC(=O)c2cc(C(C)(C)C)oc2C)o1	-8.4	-4.1	-21.4	3.2	2.8	nt	9.3	-10.6	-0.1	-1.7
COC(=O)c1ccc(COc2ccc(C=O)cc2OC)o1	-0.9	0.1	-16.4	-0.1	6.1	10.2	3.4	-30.1	1.2	0.6
C/C(CC(=O)Nc1cccc(C(F)(F)F)c1)=N\NC(=O)c1ccncc1	-5.6	-3.2	-4.6	-21.8	-0.5	-7.2	-9.7	-9.2	-2.0	-4.0
COc1ccc(C(=O)N/N=C/c2ccc(OC)c(CN3CCCc4ccccc43)c2)cc1	-12.9	3.1	-5.8	-2.8	2.3	-11.2	?	23.9	-2.5	nt
COc1cccc(Cn2c(N)c(C#N)c3nc4ccccc4nc32)c1OC	0.5	nt	-20.0	1.6	1.3	nt	-4.2	16.4	-0.3	-6.8
CCOC(=O)c1ccc(NC(=S)N2CCSC2c2ccc(Cl)cc2)cc1 (centres undefined)	-4.7	-3.5	16.9	-5.9	2.0	-5.3	-1.9	55.2	-0.9	2.0
COc1ccc(N2CCN(C(=O)Cc3ccc(Cl)cc3)CC2)cc1	-6.8	2.0	-7.5	-2.7	2.0	nt	-13.5	-14.6	0.8	-0.4
Cc1cccc(OCCC(=O)NCC(c2ccco2)N2CCCCC2)c1 (centres undefined)	3.9	-0.9	13.1	1.1	-5.5	1.0	-10.3	-7.6	-1.0	nt
Cc1ccccc1-c1nc(-c2ccccn2)no1	-2.3	-5.3	-0.6	-1.7	0.2	-73.3	1.5	0.8	4.2	-3.6
C=CCN(CC(=O)NC1CC1)S(=O)(=O)c1cccc(C(F)(F)F)c1	1.4	-1.1	19.4	2.2	-7.9	-5.7	-20.5	4.3	-11.3	0.6
Nc1ccccc1SCc1cc([N+](=O)[O-])cc2c1OCOC2	-4.3	3.1	-5.8	1.1	-7.4	21.9	-3.0	54.8	0.0	nt
Cc1ccc(S(=O)(=O)Nc2ccc3c(c2)nc(CCN2CCN(c4ccccn4)CC2)n3C)cc1	-5.5	8.8	11.5	0.0	-3.0	2.8	-9.1	34.3	-1.5	-0.6
COc1cc2c(cc1OC)C(c1cc3ccccc3oc1=O)=NC(C)(C)C2	-3.2	4.2	-16.7	1.1	5.9	7.3	11.2	28.7	-0.8	-1.7
CCOC(=O)N1CCN(c2nc(=S)n(-c3ccccc3)c(C)c2C(C)=O)CC1	-1.4	2.4	-3.3	-1.1	-2.7	-0.5	23.8	-22.3	0.1	-2.2
Cc1nn(CC2CC2)c(=O)n1-c1ccc(F)cc1	-6.1	-1.6	9.9	3.7	-3.6	0.5	-7.8	-13.5	1.1	-0.7
Cc1ccc2cccc(OCC(=O)N(C)CC(=O)Nc3ccc(F)cc3)c2n1	-11.2	-2.3	-41.5	-0.9	16.3*	nt	0.4	-22.5	2.1	-1.1
CN1CCCN(S(=O)(=O)c2ccccc2)CC1	-7.6	5.6	1.4	-1.1	-0.3	0.2	-5.5	-6.7	1.3	-2.2
Cc1ccccc1Cc1c(C)nc2c(C(=O)NCc3ccc4c(c3)OCO4)cnn2c1C	-1.3	2.4	13.2	0.6	-1.9	-2.3	-1.8	25.9	-1.0	-2.5
COc1ccccc1N(C(=O)c1snc(C(N)=O)c1N)C(C(=O)NC1CCCCC1)c1cccc(OC)c1OC (centres undefined)	-14.3	-12.6	5.7	-2.2	-2.4	7.2	2.4	-17.0	-0.7	-2.8
CCOc1ccc(Cn2c3ccc(OC)cc3c3nc4ccccc4nc32)cc1	2.8	-1.9	30.2	-1.0	-1.6	5.9	-10.5	-9.0	-2.5	1.6
c1ccc2cc(OCCN3CCCC3)ccc2c1	-0.8	4.6	-15.7	-0.3	2.9	0.0	-14.7	-5.1	-0.8	nt
